# UBC13 inh: human UBC13 polyubiquitination inhibition; P61088; UBC13 polyubiquitin chain formation, TR-FRET; inhibition, % at 20 µM; 330,000 compounds, 0.47% hits; AID 485273; in the data active means inhibition above about 45%, passing the limit was not always enough
# Target sequence (P61088 whole entry, looked up): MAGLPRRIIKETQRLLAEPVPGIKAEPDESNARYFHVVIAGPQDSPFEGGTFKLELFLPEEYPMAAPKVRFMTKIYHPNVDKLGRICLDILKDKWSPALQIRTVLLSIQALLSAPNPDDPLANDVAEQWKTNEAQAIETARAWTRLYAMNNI
# Apaf-1 inh: blocks human Apaf-1 apoptosome activity | 330,000 compounds, 0.71% hits | O14727 | inhibition, % at 20 µM | reconstituted apoptosome caspase-3 activity, DEVD-Rh110 fluorescence | AID 489030; active means inhibition of at least 40% at 20 µM;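 further: plate controls were DMSO wells for no effect and DEVD-CHO caspase inhibitor wells for full effect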
#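 Material: reconstituted apoptosome with Apaf-1, cytochrome c, caspase-9, procaspase-3, dATP; medium: pH 7.5 Hepes buffer with CHAPS, BSA, DTT; also added: cytochrome c and DEVD-Rh110 substrate; timing: 30 min plus 50 min, RT; signal: Rh110 fluorescence intensity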
# Gli-Sufu antag: antagonists of Gli-Sufu signaling. 340,000 compounds, 0.74% hits. AID 588413. inhibition, % at 5 µM. Sufu-KO-LIGHT fibroblasts, Gli luciferase reporter luminescence;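 active means inhibition above about 55%, limit read from the data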;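 further: 0% = DMSO-treated cells and 100% = wells with medium but no cells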
# Jurkat NFkB inh: inhibitors of the PMA/ionomycin-induced NF-kB reporter in Jurkat cells | PMA/ionomycin-induced NF-kB luciferase reporter, luminescence | inhibition, % at 4 µM | 330,000 compounds, 0.53% hits
# HKDC1 inhibitor: HKDC1 (human) hexokinase inhibition | recombinant HKDC1, G6PDH/diaphorase resazurin coupled fluorescence | inhibition, % at 20 µM | 340,000 compounds, 0.16% hits | AID 493160;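 active means inhibition above about 35% when tested at 20 µM, limit read from the data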;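 further: plate controls were DMSO wells with enzyme for no effect and DMSO wells lacking enzyme for full effect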
#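 Test system: recombinant HKDC1 (HK5) hexokinase enzyme, produced in-house / Doses: 20 µM test compound, 1% DMSO / Timing: 90 min, room temperature / Detection: G6PDH/diaphorase-coupled fluorescence, 1 mM NADP, 100 µM resazurin, 525/613 nm / Control set: DMSO wells with and without enzyme mix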
# SENP7 inh: blocks the human protease SENP7. Q9BQF6. recombinant SENP7, Z-RLRGG-aminoluciferin luminescence, 40 min. inhibition, % at 5 µM. 330,000 compounds, 1.5% hits. AID 434973;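 active means inhibition above about 50% at the single test dose, limit read from the data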;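 further: plate controls were DMSO with enzyme for no effect and no enzyme buffer wells for full effect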
# Target sequence (Q9BQF6 706-1050 limits assumed): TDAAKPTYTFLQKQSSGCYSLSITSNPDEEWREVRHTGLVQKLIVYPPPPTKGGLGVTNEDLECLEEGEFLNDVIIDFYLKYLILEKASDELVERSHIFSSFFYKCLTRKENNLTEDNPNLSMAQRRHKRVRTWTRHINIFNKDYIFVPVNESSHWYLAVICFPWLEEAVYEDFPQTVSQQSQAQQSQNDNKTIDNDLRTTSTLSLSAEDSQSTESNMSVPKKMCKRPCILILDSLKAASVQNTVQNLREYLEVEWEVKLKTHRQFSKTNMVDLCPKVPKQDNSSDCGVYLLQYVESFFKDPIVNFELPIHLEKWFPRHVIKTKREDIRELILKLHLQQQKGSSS
# 697 NFkB inh: lowers PMA/ionomycin-induced NF-kB signal in 697 B cells; 697 B-cell NF-kB luciferase reporter, 16 h; 330,000 compounds, 0.33% hits; inhibition, % at 4 µM; in the data active means inhibition above about 35%
# SENP8 inh: inhibitors of human SENP8 protease. purified SENP8, Z-RLRGG-aminoluciferin cleavage, luminescence. inhibition, % at 10 µM. AID 2540. Q96LD8. 330,000 compounds, 1.2% hits
# Target sequence (Q96LD8 whole entry, looked up): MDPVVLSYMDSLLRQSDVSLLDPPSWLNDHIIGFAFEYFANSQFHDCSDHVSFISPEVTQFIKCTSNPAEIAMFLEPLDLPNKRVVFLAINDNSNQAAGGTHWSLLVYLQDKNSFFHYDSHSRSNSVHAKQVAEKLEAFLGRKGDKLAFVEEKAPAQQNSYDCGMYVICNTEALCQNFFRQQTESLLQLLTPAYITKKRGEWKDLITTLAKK
# The depositor's hits bear a star. Unless noted, no stated cut-off is given here; in the data, active means inhibition above about 50%; inactive means the rest.
Molecule,HKDC1 inhibitor,SENP8 inh,UBC13 inh,697 NFkB inh,SENP7 inh,Gli-Sufu antag,Apaf-1 inh,Jurkat NFkB inh
CCn1cnc2cc(NCc3ccc(Cl)cc3)ccc21,7,-6,6,-64,-2,-29,4,-45
CCCCC(=O)Nc1nc2c(OC)ccc(OC)c2s1,4,2,16,36*,1,5,1,-3
Cc1ccc(SCCCCN2CCOCC2)cc1,2,-4,8,-9,2,-4,3,-19
CN(C)CCN(C(=O)c1ccc(C(=O)c2ccccc2)cc1)c1nc2cc3c(cc2s1)OCCO3,-5,-16,38,-33,-12,-4,10,-91
O=c1oc(CCCO)cc2ccc(C#Cc3cccnc3)cc12,8,-2,12,-37,11,-33,15,1
Cc1cc(Cl)ccc1N1C(=O)CC(NNC(=O)c2cccnc2)C1=O (centres undefined),-8,-11,-10,-1,-5,2,8,12
NC(=O)CSc1nc2c(sc3ccccc32)c(=O)n1CCCN1CCOCC1,-1,-8,-8,6,-7,6,-236,-13
COc1ccc(CCNc2nc(C)cc(C)c2C#N)cc1OC,-3,-2,5,-13,-5,-4,12,-4
CC(=O)c1ccc(NC(=O)C(C)NCc2ccc(Cl)cc2)cc1 (centres undefined),-11,-4,2,14,-1,0,-7,4
CC1(C)CC(OC(=O)c2ccco2)CC(C)(C)N1O,-7,7,6,7,0,-1,-17,17
CN1CCCCCC1=Nc1ccccc1C#N,-7,-2,-4,7,3,7,-25,-18
CC(C)CN(C(=O)COc1ccc(C(C)(C)C)cc1)C1CCS(=O)(=O)C1 (centres undefined),-5,-3,7,11,-8,-1,14,12
CCCCn1c(N)c(N(CCOC)C(=O)c2cc3c(s2)CCC3)c(=O)[nH]c1=O,-1,10,-5,9,-2,1,11,1
CCn1c(C)nc2cc(S(=O)(=O)C(F)(F)C(F)C(F)(F)F)ccc21 (centres undefined),11,-9,-8,-16,-9,46,8,16
NC(=O)C1CCN(C(=O)CN(C2CCCCC2)S(=O)(=O)c2ccc(F)cc2)CC1,4,5,5,5,1,-18,0,5
O=C(Nc1cccc(C(F)(F)F)c1)C(Sc1ncnc2ccccc12)c1ccccc1 (centres undefined),-7,-1,13,16,-1,3,3,5
COc1cc2c(cc1OC)C(C)N(C(=O)c1ccc(Cl)c(S(=O)(=O)N3CCCCC3)c1)CC2 (centres undefined),-3,4,7,-50,0,28,35,4
CCOC(=O)/C(C#N)=N/Nc1c(S(=O)(=O)Cc2ccco2)csc1C(=O)OC,1,-6,-17,-1,6,7,9,-29
COc1ccc(/C=N/n2c(=O)[nH]c3c([nH]c4ccc(Br)cc43)c2=O)cc1CN1CCOCC1,1,14,4,5,9,-5,6,-5
CC(NC(=O)C(=O)N/N=C/c1ccc(Cl)cc1)c1ccccc1 (centres undefined),-12,-10,4,17,0,2,-5,2
COc1ccc(C(=O)N/C(=C/c2ccc(Cl)cc2)C(=O)NCc2ccncc2)cc1,-7,4,-4,2,4,-20,3,10
O=C(Nc1cccc(Cl)c1)Nc1ccccc1NS(=O)(=O)c1cccs1,14,11,3,8,4,-16,6,1
CCOC(=O)c1c(C)[nH]c(C)c1C(=O)CSc1nc2ccccc2c(=O)n1-c1ccc(CC)cc1,3,-9,1,5,4,37,20,-4
O=C(NC1CCCCC1)[C@H](CSCc1ccccc1)N1Cc2ccccc2C1=O,1,0,10,1,7,3,25,8
COc1ccc(CCNC(=O)Cc2ccc(OCc3ccccc3)c(OC)c2[N+](=O)[O-])cc1OCc1ccccc1,3,3,-11,-22,1,19,17,12
CC1CCCCC1NC(=O)c1ccc(S(=O)(=O)N2CCN(C)CC2)cc1 (centres undefined),-2,1,4,11,-9,-4,-10,3
COc1ccc(CCNC(=O)C2CC(c3ccc(C(F)(F)F)cc3)=NO2)cc1 (centres undefined),2,0,6,14,2,-13,4,4
Cc1cccc(C)c1NC(=O)CSc1nnc(C)c(=O)[nH]1,-2,-2,5,8,3,-8,-16,4
CCc1ccc(CNC(=O)CCS(=O)(=O)Cc2ccc(C)cc2)cc1,-5,-14,-1,0,-16,-5,8,-8
O=C(CN1C(=O)/C(=C/c2ccc(F)cc2)SC1=S)N1CCN(CCc2ccccn2)CC1,5,-12,-13,-10,4,15,25,-6
CCOc1ccc(/C=N/NC(=S)NC2CC3C=CC2C3)cc1 (centres undefined),-1,3,10,6,-4,0,16,3
C=CCNC(=O)CSc1nnc(-c2ccc(S(=O)(=O)N3CCCC3)cc2)n1C,-7,-4,-3,1,-5,-14,-1,-10
Cc1cc2ccccn2c1C(=O)c1ccccc1F,-4,6,3,3,-1,-22,12,13
Cc1ccc2oc(=O)c3cnn(CC(=O)N4CCN(c5ccccc5)CC4)c3c2c1,2,2,9,10,-2,14,2,2
O=C(O)c1[nH]c2ccc(Cl)cc2c1CC(=O)N1CCN(C(=O)c2ccco2)CC1,2,-12,-19,-16,-8,-4,2,-17
O=C(Cn1cccc1C(=O)c1ccccc1)NCc1ccccc1Cl,2,-3,10,-22,21,-29,7,-5
CN(C(=S)Nc1ccc(F)cc1)C1(c2ccccc2Cl)CCCCC1=O (centres undefined),10,-3,-2,-2,-3,0,1,0
Cc1cc(Cl)ccc1OCC(=O)Nc1ccccc1CO,5,-19,-8,-38,-4,-7,1,-22
Cc1cccc(-c2nc(CSCC(=O)NCc3cccs3)c(C)o2)c1,2,-7,8,0,-1,55*,8,-3
O=C(N/N=C/c1ccc2ccccc2c1)c1ccc(COc2ccc3c(c2)CCC3)o1,-6,1,-15,-93,-1,-68,13,-21
CCOc1ccccc1NC(=O)c1ccc2c(c1)C(=O)N(CC)C2=O,-3,-5,3,9,-7,-15,0,7
CC(=O)Nc1ccc(NC(=O)COC(=O)c2ccc(S(=O)(=O)NCc3ccco3)cc2)cc1,-4,9,-3,5,-7,-8,-18,2
COc1ccc(NS(=O)(=O)c2ccc(Br)cc2)cn1,-2,5,7,11,-1,28,-2,3
COc1ccc(N2CCN(Cc3nc(N)nc(Nc4ccc(C)c(Cl)c4)n3)CC2)cc1,6,-4,3,18,3,8,19,24
CC(C)Cc1ccc(CN2CCCC(NC(=O)c3ccnn3C)C2)cc1 (centres undefined),-4,-7,7,-23,-8,41,-3,8
CC(=O)Nc1cc(C)nn1-c1nc2ccccc2s1,-2,-6,-1,-39,2,4,2,-40
OCCNCCCOc1cc(Cl)ccc1Cl,-10,-1,-3,4,-1,-2,-13,43
CC(=O)N1CCN(C(=O)c2cc(C)oc2C)CC1,-7,-2,-10,-29,-8,-4,-8,-18
COc1ccc(N2C(=O)CC(c3ccc([N+](=O)[O-])cc3)C2=O)cc1 (centres undefined),1,1,4,9,-10,15,9,10
O=C(Nc1ccc(-c2nc3ccccc3o2)cc1)c1ccc(N2C(=O)C3C4C=CC(C4)C3C2=O)cc1 (centres undefined),-8,1,8,-98,4,-10,-5,35
Cc1nnc(SCC(=O)Nc2cc(C(F)(F)F)ccc2Cl)n1C,-2,0,-3,-26,6,-3,7,-11
COc1ccc(NC(=O)CS(=O)(=O)c2cn(CC(=O)N3CCOCC3)c3ccccc23)cc1OC,0,2,3,8,-12,-7,-1,12
CC(C)(C)/C(O)=C/c1nc2ccccc2oc1=O,8,0,16,-4,6,4,-17,13
Cc1nn(Cc2ccc(Cl)cc2)c(C)c1NC(=O)c1cc(-c2ccc3c(c2)OCO3)on1,-4,-12,-10,21,-8,-14,2,44
Cc1ccc(C)c2c(N)c3c(nc12)CCCCC3 (tested in a mixture with another compound),-12,-3,-1,-18,12,47,2,14
CC(C)NC(=O)Cn1c(SCC(=O)c2ccc(F)cc2)nc2ccccc21,-5,2,0,8,-5,3,-1,-5
O=C(CCC(=O)c1ccc(Br)cc1)Nc1cccnc1,4,-6,3,10,3,-12,1,-9
COc1cccc(OC)c1C(=O)N1CCOCC1,-10,-4,2,2,2,4,5,-17
CC1Cc2ccccc2N1C(=O)COc1nc2ccccc2nc1N1CCOCC1 (centres undefined),1,0,-6,17,-2,2,1,-4
CSc1ccc(CN2CCN(Cc3ccccc3)C(CCO)C2)cc1 (centres undefined),-5,-2,-4,5,7,22,-2,6

# Taken from the listing, 2 compounds:
Molecule,HKDC1 inhibitor,SENP8 inh,UBC13 inh,697 NFkB inh,SENP7 inh,Gli-Sufu antag,Apaf-1 inh,Jurkat NFkB inh
CC1Cc2ccccc2N1C(=O)COc1nc2ccccc2nc1N1CCOCC1 (centres undefined),1,0,-6,17,-2,2,1,-4
CSc1ccc(CN2CCN(Cc3ccccc3)C(CCO)C2)cc1 (centres undefined),-5,-2,-4,5,7,22,-2,6

# (next part)
Molecule,HKDC1 inhibitor,SENP8 inh,UBC13 inh,697 NFkB inh,SENP7 inh,Gli-Sufu antag,Apaf-1 inh,Jurkat NFkB inh
CCc1c(C(=O)Nc2ccc(C)c(C)c2)[nH]c(C)c1C(C)=O,0,-13,2,-49,-4,-38,17,-56
Cc1nc2ccccc2n1CC(=O)N/N=C/c1cccs1,-7,1,6,-18,5,5,-9,1
CSCC(C)N1CCC(CCC(=O)NC2CC2)CC1 (centres undefined),-9,-5,7,10,0,5,-17,7
O=c1cc2n(c(=O)[nH]1)CCC1=C2CCCC1,3,3,3,1,-4,0,-5,10

# Of the compounds above, nine have fluorine.
Molecule,HKDC1 inhibitor,SENP8 inh,UBC13 inh,697 NFkB inh,SENP7 inh,Gli-Sufu antag,Apaf-1 inh,Jurkat NFkB inh
CCn1c(C)nc2cc(S(=O)(=O)C(F)(F)C(F)C(F)(F)F)ccc21 (centres undefined),11,-9,-8,-16,-9,46,8,16
NC(=O)C1CCN(C(=O)CN(C2CCCCC2)S(=O)(=O)c2ccc(F)cc2)CC1,4,5,5,5,1,-18,0,5
O=C(Nc1cccc(C(F)(F)F)c1)C(Sc1ncnc2ccccc12)c1ccccc1 (centres undefined),-7,-1,13,16,-1,3,3,5
COc1ccc(CCNC(=O)C2CC(c3ccc(C(F)(F)F)cc3)=NO2)cc1 (centres undefined),2,0,6,14,2,-13,4,4
O=C(CN1C(=O)/C(=C/c2ccc(F)cc2)SC1=S)N1CCN(CCc2ccccn2)CC1,5,-12,-13,-10,4,15,25,-6
Cc1cc2ccccn2c1C(=O)c1ccccc1F,-4,6,3,3,-1,-22,12,13
CN(C(=S)Nc1ccc(F)cc1)C1(c2ccccc2Cl)CCCCC1=O (centres undefined),10,-3,-2,-2,-3,0,1,0
Cc1nnc(SCC(=O)Nc2cc(C(F)(F)F)ccc2Cl)n1C,-2,0,-3,-26,6,-3,7,-11
CC(C)NC(=O)Cn1c(SCC(=O)c2ccc(F)cc2)nc2ccccc21,-5,2,0,8,-5,3,-1,-5

# An unsorted share of the library; about 3.6% have a hit in one of these screens.
